KB-V1 cytotox – KB-V1 MDR subline cytotoxicity | hit rate 3.4% among 400,000 | KB-V1 MDR cells viability, CellTiter-Glo, 72 h | Potency, µM (titrated, usually from 46.1 µM), inactives show at the top dose activity change, negative = cytotoxicity, hits mostly cytotoxic; further: potency means the concentration at half of the fitted maximal effect; on the % scale 0 is the no-effect control and ±100 the full control effect; nearly all actives have a fitted effect of over 60% in size
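Potencies derive from concentration-effect curves fitted to normalized luminescence (CellTiter-Glo) of KB-V1 cells treated for 72 h at 37 degrees C in phenol-red-free DMEM containing 10% FBS.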
MCF10A rereplic – induces DNA re-replication in MCF 10a normal breast cells; MCF 10A DNA re-replication, Hoechst nuclear intensity, 48 h; Potency, µM (top dose mostly 46.1 µM), for the others: at the top dose activity, positive = re-replication, actives largely listed as activators; hit rate 2.9% among 350,000; AID 624296; further: potency means the concentration at half of the fitted maximal effect; % of control where 0% means no effect; nearly all actives have a fitted effect of over 50% in size
KB-3-1 tox – KB-3-1 parental cell cytotoxicity | KB-3-1 viability, CellTiter-Glo ATP luminescence, 72 h | hit rate 1.4% among 400,000 | Potency, µM (doses to about 46.1 µM), for the others: top-dose activity change, negative = cytotoxic, most hits filed as cytotoxic; further: potency means the concentration at half of the fitted maximal effect; on the % scale 0 is the no-effect control and ±100 the full control effect; nearly all actives have a fitted effect of over 60% in size
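Here the drug-naive KB-3-1 line serves as comparator for MDR sub-line selectivity; cells received compound titrations, 72 h at 37 °C, then CellTiter-Glo readout.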
WRN helicase inh – inhibitors of human WRN helicase; hit rate 0.46% among 360,000; WRN helicase unwinding, fluorescent forked duplex, kinetic; AID 651768; Potency, µM (doses to about 114 µM), for the others: at the top dose activity change, negative = inhibition, actives largely listed as inhibitors; further: potency means the concentration at half of the fitted maximal effect; on the % scale 0 is the no-effect control and ±100 the full control effect; nearly all actives have a fitted effect of over 55% in size
Target sequence (Q14191 whole entry, looked up): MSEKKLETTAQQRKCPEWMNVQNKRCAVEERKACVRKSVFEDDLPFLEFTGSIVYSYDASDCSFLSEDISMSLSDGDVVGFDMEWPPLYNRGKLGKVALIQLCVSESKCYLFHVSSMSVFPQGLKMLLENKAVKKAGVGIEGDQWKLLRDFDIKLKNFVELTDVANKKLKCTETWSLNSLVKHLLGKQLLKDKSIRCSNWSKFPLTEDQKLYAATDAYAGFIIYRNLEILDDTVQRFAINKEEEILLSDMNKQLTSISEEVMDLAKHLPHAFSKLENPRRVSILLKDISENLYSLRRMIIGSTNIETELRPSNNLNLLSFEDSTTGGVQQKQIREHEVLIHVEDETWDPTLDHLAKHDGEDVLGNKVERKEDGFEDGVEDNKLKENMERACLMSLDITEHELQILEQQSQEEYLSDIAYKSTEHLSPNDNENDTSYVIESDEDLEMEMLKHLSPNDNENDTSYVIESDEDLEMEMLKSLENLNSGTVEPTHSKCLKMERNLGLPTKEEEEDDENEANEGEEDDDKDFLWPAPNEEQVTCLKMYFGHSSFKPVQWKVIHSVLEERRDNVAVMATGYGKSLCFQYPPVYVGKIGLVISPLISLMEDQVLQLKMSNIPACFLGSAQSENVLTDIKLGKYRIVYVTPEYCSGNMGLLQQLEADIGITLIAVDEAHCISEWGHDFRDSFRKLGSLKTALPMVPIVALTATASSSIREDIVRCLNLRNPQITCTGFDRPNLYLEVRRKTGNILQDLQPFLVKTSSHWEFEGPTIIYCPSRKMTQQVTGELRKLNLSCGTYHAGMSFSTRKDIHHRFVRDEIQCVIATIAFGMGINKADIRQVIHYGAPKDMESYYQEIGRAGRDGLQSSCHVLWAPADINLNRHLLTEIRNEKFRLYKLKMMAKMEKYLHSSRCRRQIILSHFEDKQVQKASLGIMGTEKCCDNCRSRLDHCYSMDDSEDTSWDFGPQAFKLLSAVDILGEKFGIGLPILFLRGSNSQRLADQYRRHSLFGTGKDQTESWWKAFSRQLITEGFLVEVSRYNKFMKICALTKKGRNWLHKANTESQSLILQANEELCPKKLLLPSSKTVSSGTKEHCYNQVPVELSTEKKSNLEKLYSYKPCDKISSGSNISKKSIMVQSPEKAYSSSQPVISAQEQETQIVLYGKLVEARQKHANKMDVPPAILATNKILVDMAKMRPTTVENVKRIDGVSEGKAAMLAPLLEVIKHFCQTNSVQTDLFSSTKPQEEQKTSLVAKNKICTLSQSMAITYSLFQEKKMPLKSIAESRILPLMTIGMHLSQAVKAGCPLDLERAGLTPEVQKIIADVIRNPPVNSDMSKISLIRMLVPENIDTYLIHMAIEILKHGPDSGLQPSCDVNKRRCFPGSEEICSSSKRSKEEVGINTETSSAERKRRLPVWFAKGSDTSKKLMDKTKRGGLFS
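Enzyme (20 nM final) and test compound sit together 15 min at room temperature before substrate addition. Substrate is a single-forked duplex oligonucleotide (100 nM) labelled with fluorophore and quencher, with 2 mM ATP; helicase unwinding raises red fluorescence, read kinetically.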
HT1080NT lethal – kills 2HG-producing HT-1080-NT fibrosarcoma cells; Potency, µM (top dose mostly 46.1 µM), inactives show top-dose activity, negative = less viability, usual class: cytotoxic; hit rate 1.6% among 360,000; AID 686970; HT-1080-NT fibrosarcoma viability, CellTiter-Glo ATP luminescence, 48 h;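 further: NT is the 2HG producing partner of a matched IDH1 knockdown line; potency means the concentration at half of the fitted maximal effect; 0% = DMSO-treated cells and -100% = media-only wells without cells; nearly all actives have a fitted effect of over 55% in size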
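Toxicity toward the 2HG-producing NT line was scored as %Activity, normalised to DMSO and no-cell wells, from CellTiter-Glo luminescence after 48 hours' treatment.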
SW480 rereplic – DNA re-replication induction in SW480 cells; SW480 DNA re-replication, Hoechst DNA content imaging, 48 h; AID 624297; hit rate 1.8% among 340,000; Potency, µM (doses to about 46.1 µM), for inactives: top-dose re-replication activation, actives largely listed as activators; further: potency means the concentration at half of the fitted maximal effect; % of control where 0% means no effect; nearly all actives have a fitted effect of over 55% in size
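Hoechst fluorescence of nuclei (405 nm excitation, 500-530 nm emission) measured by plate-scanning imager after 48 hr compound exposure at 37 C; re-replication scored as increased number of nuclei with elevated intensity.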
ATXN2 expr inh – reduces ATXN2 reporter expression in HEK-293 cells. HEK-293 ATXN2-luciferase reporter, luminescence, 24 h. Potency, µM (top dose mostly 57 µM), without a hit: at the top dose activity change, negative = inhibition, actives largely listed as inhibitors. hit rate 0.72% among 360,000; further: potency means the concentration at half of the fitted maximal effect; on the % scale 0 is the no-effect control and ±100 the full control effect; nearly all actives have a fitted effect of over 55% in size
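qHTS (up to 57 uM final) was run with 24 h compound exposure of reporter cells at 37 °C. Each well was multiplexed: SteadyGlo luminescence measured ATXN2-luciferase expression after a fluorogenic Gly-Phe-AFC viability readout (25 uM final).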
HT1080 IDH1KD tx – HT-1080 IDH1 knockdown cell toxicity (counter line); HT-1080 IDH1 knockdown viability, ATP luminescence, 48 h; Potency, µM (doses to about 46.1 µM), for the others: at the highest dose activity, negative = toxicity, hits mostly cytotoxic; hit rate 2% among 360,000;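 further: potency means the concentration at half of the fitted maximal effect; 0% = DMSO wells and -100% = cell-free medium wells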
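HT-1080-IDH1KD cells (IDH1 knocked down), 750/well in RPMI with 5% FBS, treated with compound 48 h at 37 degrees C. Viability by CellTiter-Glo luminescence, normalised to DMSO and no-cell wells; concentration-response curves classed.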
IL-1B inflam inh – inflammasome signaling inhibition, IL-1 beta readout | THP-1 LPS/ATP IL-1B secretion, AlphaLISA, 16 h; stronger effect = lower value | hit rate 4.7% among 360,000 | activity change, % at 57.5 µM; in the data active means activity change below about -50%; inconclusive means mostly about -30% to -49%; further: on the % scale 0 is the no-effect control and ±100 the full control effect
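THP-1 cells pretreated 1 hr with compounds (up to 57.5 uM final), then stimulated with LPS (250 ng/mL final) plus ATP (1.25 mM final); secreted IL-1B measured by AlphaLISA after 16 hr, decreased signal indicating inhibition.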
* hit, by the source's call; i = inactive; ? = inconclusive; / = no result given; & = joins results of further samples; [ ] = dose if it differs, or a comment. Unless noted, the call rests on the fitted dose curve; in most records, active means well fitted curve in the direction sought with a large enough effect; inconclusive means small, poorly fitted or top-dose-only effect, or another doubt; inactive means no such curve, though single readings can be large; an effect the other way counts as inactive or inconclusive.

SMILES	KB-V1 cytotox	MCF10A rereplic	KB-3-1 tox	WRN helicase inh	HT1080NT lethal	SW480 rereplic	ATXN2 expr inh	HT1080 IDH1KD tx	IL-1B inflam inh
COc1cccc(NC(=O)CC2C(=O)NC3CCCCC3N2C(=O)c2ccccc2)c1 (configuration not stated)	17%	-1%	9%	2%	9%	3%	33%	1%	21
CN1CCC(N(C)C(=O)c2ccc(Cl)c(S(=O)(=O)N3CCc4ccccc43)c2)CC1	7%	?	-23%	-10%	-25%	?	?	-24%	-50*
Nn1c(COc2ccccc2)nnc1SC(F)F	-12%	3%	0%	11%	9%	-3%	7%	-1%	0
COC(=O)/C=C1\NC(=O)C(C)S1 (configuration not stated)	9%	-1%	6%	4%	16%	-3%	-38%	17%	10
O=C(NCc1nnc2c3ccccc3c(-c3ccccc3)nn12)c1ccc(Cl)cc1	?	?	-19%	-6%	-1%	-4%	/	5%	-97*
CSc1nccc(-c2cc(Cl)sc2Cl)n1	-9%	-7%	1%	-1%	11%	2%	3%	4%	19
CCOc1ccc(NCc2cccn2-c2nnc(N3CCC(C(=O)NCCCN4CCCCC4CC)CC3)s2)cc1 (configuration not stated)	?	?	-1%	-5%	-24%	15%	/	-19%	-69*
Nc1nc(/C=C/c2cccnc2)nc(-c2ccccc2O)n1	?	?	1%	-15%	1%	19%	34%	-13%	-60*
CCC1CCCCN1C(=O)c1cc(COc2ccc(-n3cncn3)cc2)on1 (configuration not stated)	13µM*	-5%	18µM*	9%	?	-15%	8%	-3%	i
Cc1nc(N2CCN(C(=O)c3ccc(Cl)cc3)CC2)c(C#N)c2c1COC(C)(C)C2	-8%	22%	-3%	-16%	-9%	0%	?	-16%	-15
COc1ccc(Cl)cc1NC(=O)COC(=O)CCCC1=NS(=O)(=O)c2ccccc2N1	-1%	0%	9%	-2%	-1%	-1%	5%	0%	20
CC(Sc1nnc(Cc2ccc3c(c2)OCO3)o1)C(N)=O (configuration not stated)	-8%	-1%	10%	4%	9%	-6%	2%	10%	-5
Cn1cnnc1SCCC(=O)Nc1ccccc1	-8%	16%	2%	-6%	10%	3%	2%	13%	13
O=C(Cn1c(=O)[nH]c2sc3c(c2c1=O)CCCC3)NCC1CCCO1 (configuration not stated)	17%	22%	1%	2%	3%	-6%	/	7%	14
O=C(CSc1ncnc2sccc12)N1CCCCC1	/	4%	/	-14%	-4%	-7%	34%	10%	-2
Cc1cc(=O)cc(C)[nH]1	-6%	4%	14%	-12%	10%	-1%	2%	2%	29
COc1ccc(CCC(C)NC2C3CC4CC(C3)CC2C4)cc1 (configuration not stated)	?	?	-27%	-7%	-13%[9.24 µM]	5%	-18%	?	?
CC(=O)Nc1nc(NCc2ccccc2Cl)n(-c2ccccc2)n1	-6%	-10%	22%	-2%	0%	-11%	18%	11%	-12
c1ccc(CC[C@@H]2CC[C@@H](CCc3ccccc3)N2)cc1	12%	22%	-13%	-5%	-29%	-1%	-6%	-4%	-2
CCCN(CCC)S(=O)(=O)c1ccc(C(=O)N2CCN(C)CC2)cc1	-13%	-4%	-1%	-29%	3%	-3%[9.22 µM]	-14%	6%	-3
Cn1nc([N+](=O)[O-])c(C(C#N)c2ccccn2)c(Cl)c1=O (configuration not stated)	-26%	?	-1%	-19%	-30%	?	/	?	-102*
CCOC(=O)CCn1nnc(N)n1	0%	22%	1%	-9%	10%	-1%	-1%	20%	-1
COc1cccc(-c2ccc3c(c2)N(Cc2cccc(F)c2)C(=O)C(C)S3)c1 (configuration not stated)	-11%	/	-8%	-8%	-14%	/	8%	0%	-4
COc1ccc(C2CCc3cc4c(cc3C2=NO)OCO4)cc1OC (configuration not stated)	?	/	0%	2%	-1%	/	/	-23%	-5
COc1ccc(NS(=O)(=O)c2cc(NC(=O)CNC(=O)c3cccc(OC)c3)ccc2C)cc1	22%	-4%	-24%	-20%	-16%	13%	5%	-18%	37

The list continues:
SMILES	KB-V1 cytotox	MCF10A rereplic	KB-3-1 tox	WRN helicase inh	HT1080NT lethal	SW480 rereplic	ATXN2 expr inh	HT1080 IDH1KD tx	IL-1B inflam inh
Cc1ccc(S(=O)(=O)N2CCN(Cc3ccccc3C(F)(F)F)CC2)cc1	?	16%	-17%	-2%	-1%	-7%	0%	0%[9.24 µM]	12
O=C(NNc1c(F)c(F)cc(F)c1F)c1ccco1	0%	9%	-18%	2%	10%	-1%	-2%	4%	32
COc1ccc(C2CCCN2CC(O)COc2ccccc2C(C)C)cc1 (configuration not stated)	?	?	-23%	15%	21µM*	?	-32%	21µM*	?
CC(NC(=O)c1ccc(N(C)C)c([N+](=O)[O-])c1)c1ccc(-n2ccnc2)cc1 (configuration not stated)	-9%	1%	1%	-33%	-6%	1%	-6%	-6%	0
OCCN1C2=NCCCN2c2ccccc21	9%	-2%	4%	6%	5%	-5%	61%[activator]	8%	27
CN(C)CCCn1c2c(c(SCC(=O)Nc3nccs3)nc1=O)CCC2	5%	-1%	2%	-4%	7%	-4%	11%	8%	-4
Cc1cccc2nc(-c3ccco3)oc(=O)c12	?	6%	2%	8%	12%	-8%	-3%	9%	23
O=C(O)CCCNC(=O)CCCn1nnc2ccccc2c1=O	2%	-6%	0%	-9%	13%	-3%	6%	11%	9
CCN(CC)c1ccc(CN(C(=O)c2ccco2)C2CCS(=O)(=O)C2)cc1 (configuration not stated)	0%	-3%	-14%	2%	-2%	-12%	3%	-7%	-1
Cc1ccc(C(=O)NCCOC23CC4CC(CC(C4)C2)C3)cc1	-21%	29%	6%	-11%	-21%	13%	31%	0%	-9
CCCn1c(SCC(=O)c2cc(OC)ccc2OC)nnc1-c1ccco1	-26%	-2%	-3%	0%	-2%	-5%	-7%	-9%	?
O=C(Nc1cc(Cl)ccc1-n1cncn1)c1cccc(S(=O)(=O)N2CCOCC2)c1	1%	-3%	14%	3%	0%	-22%	-1%	-8%	8
COC(=O)c1c(NS(=O)(=O)c2ccc3ccccc3c2)sc2c1CCCC2	16µM*	?	-6%	-8%	-19%	5%	-18%	?	15
O=c1cc(-c2ccccc2)c2ccccc2[nH]1	0%	?	0%	-5%	-7%	-7%	-16%	-22%	62
O=C(ON=C1CCN(c2ccc([N+](=O)[O-])cc2)CC1)c1ccccc1	?	2%	-12%	-2%	-12%	-10%	1%	-8%	25
CC(=O)NCC(O)c1ccc([N+](=O)[O-])cc1 (configuration not stated)	5%	-7%	2%	3%	7%	0%	/	10%	1
COc1ccc(C(c2c(O)nc[nH]c2=O)c2c(O)nc[nH]c2=O)cc1	16%	4%	3%	-14%	9%	2%	21%	1%	26
Cc1ccccc1C1CC(c2cccs2)=NN1S(C)(=O)=O (configuration not stated)	0%	-24%	-22%	-18%	-3%	-2%	7%	-3%	-17
Cc1nc2c(c(C)nn2-c2ccccc2)c(C)c1Cl	19%	19%	5%	10%	10%	-11%	1%	13%	48
CCCCCNC(=O)C1C(=O)Nc2ccccc2C(=O)N1c1c(C)cccc1C (configuration not stated)	-16%	/	11%	-1%	12%	/	/	10%	9
N#CC1=C(N)Oc2c(ccc3ccccc23)C1c1ccsc1 (configuration not stated)	?	?	6.5µM*	-33%	13µM*	?	43%[activator]	5.8µM*	13
FC(F)Oc1ccccc1NC(=S)NCCc1ccccc1	-16%	-2%	4%	-10%	-2%	?	-15%	-1%	7
CC1Cc2ccccc2N1CC(=O)Nc1ccc(S(=O)(=O)N(C)C)cc1 (configuration not stated)	-2%	-5%	-1%	0%	8%	?	/	6%	-12
Cc1cccn2c(=O)c3cc(C(=O)NCCN4CCOCC4)c(=N)n(CCN4CCOCC4)c3nc12	?	12µM*	-12%	-1%	12%	26µM*	0%	0%	-27
CCN1C(=O)c2ccc(C(=O)Nc3cccc(C(=O)O)c3)cc2C1=O	22%	-6%	24%	4%	6%	1%	8%	3%	8

(cont.)
SMILES	KB-V1 cytotox	MCF10A rereplic	KB-3-1 tox	WRN helicase inh	HT1080NT lethal	SW480 rereplic	ATXN2 expr inh	HT1080 IDH1KD tx	IL-1B inflam inh
COC(=O)c1cn(C)c2ccc(S(=O)(=O)N3CCCCC3)cc2c1=O	19%	-18%	1%	1%	-15%	-2%	8%	2%	14
Cc1ccc2[nH]c(=O)c(CN(CCCN3CCOCC3)C(=O)NC3CCCCC3)cc2c1	?	2%	?	10%	-2%	2%	1%	-15%	-10
Cc1oc(/C=N/NC(=O)CN(c2ccccc2Cl)S(C)(=O)=O)cc1Br	0%	2%	2%	-23%	-1%	0%	-1%	0%	-7
Cc1cc(C)cc(-n2c(C)cc(C(=S)N3CCOCC3)c2C)c1	-8%	0%	-12%	5%	7%	2%	-14%	8%	-54*
CN(C)C(CNC(C(=O)Nc1ccc([N+](=O)[O-])cc1Br)c1ccccc1)c1ccccc1 (configuration not stated)	-23%	4%	-1%	-24%	23µM*	18%	-2%	23µM*	-73*
Cc1cc(COC(=O)C2N3C(=O)[C@@H](NC(=O)COc4ccccc4)[C@H]3SC2(C)C)on1 (some centres not stated)	-10%&2%	-6%	4%&10%	-10%	0%	-3%	7%	1%	7

In another format: entries from further up
SMILES,KB-V1 cytotox,MCF10A rereplic,KB-3-1 tox,WRN helicase inh,HT1080NT lethal,SW480 rereplic,ATXN2 expr inh,HT1080 IDH1KD tx,IL-1B inflam inh
COc1ccc(C(c2c(O)nc[nH]c2=O)c2c(O)nc[nH]c2=O)cc1,16%,4%,3%,-14%,9%,2%,21%,1%,26
Cc1ccccc1C1CC(c2cccs2)=NN1S(C)(=O)=O (configuration not stated),0%,-24%,-22%,-18%,-3%,-2%,7%,-3%,-17
Cc1nc2c(c(C)nn2-c2ccccc2)c(C)c1Cl,19%,19%,5%,10%,10%,-11%,1%,13%,48
CCCCCNC(=O)C1C(=O)Nc2ccccc2C(=O)N1c1c(C)cccc1C (configuration not stated),-16%,/,11%,-1%,12%,/,/,10%,9

Compound activity as filed in PubChem BioAssay.
